# miR-122 sensor = blocks miR-122 activity in Huh7 sensor cells; Huh7 miR-122 Renilla luciferase sensor, 48 h; neutral wells = 0, positive control = 100; activation (reporter increase), % at 12.5 µM; AID 602342; 340,000 tested, 0.3% active;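 active = mean replicate activation score at least 90 and every replicate individually at or above 90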;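 note: higher luciferase means less miR-122 activity so hits act as miR-122 inhibitors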
# PGC1a acetyl inh = PGC1a acetylation modulation, inhibitor mode. 350,000 tested, 0.17% active. AID 651687. U2OS PGC1a acetylation, AlphaScreen anti-acetyl-lysine; with virally co-expressed GCN5 acetyltransferase. inhibition, % at 15.6 µM;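 active = every replicate shows inhibition of at least 40%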;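 note: 0% = neutral control wells and 100% = positive control wells; some results beyond the cut were filed as inactive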
# Cneo AK release = Cryptococcus neoformans lysis via adenylate kinase release. C. neoformans lysis, adenylate kinase release luminescence, 4 h; normalised: neutral wells 0, clomiphene wells 100. lysis activity, % at 15 µM. 360,000 tested, 0.2% active. AID 651654;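 active = mean lysis activity across replicates of at least 80%, whatever share of replicates individually reach that level; inactive = mean lysis activity below 80%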
#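 read-out = cell lysis signal | test system = log-phase Cryptococcus neoformans yeast cells | input = cells at 5 × 10^6 per mL | medium = fresh YPD growth medium | signal = luminescent adenylate kinase detection reagent | timing = 4 h at 37 °C static, read 1 h later | dosing = single dose | controls = Clomiphene as positive lysis control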
# * hit, by the source's call.
SMILES,miR-122 sensor,PGC1a acetyl inh,Cneo AK release
CC(/C=N/NC(=O)Cc1cc(=O)[nH][nH]1)=C\c1ccccc1,3,2,1
CCOC(=O)c1coc(CNC(=O)c2c(C)oc3c2CCCC3)c1,-2,1,0
Cc1ccc(NCN2C(=O)C3C4C=CC(C4)C3C2=O)cc1 (stereo not drawn),-1,-8,1
Cc1cccc(NC(=O)c2ccc(NS(=O)(=O)c3c(C)noc3C)cc2)c1,-4,1,0
OC(CN(c1ccccc1)c1ccccc1)Cn1cnc2ccccc21 (stereo not drawn),-8,-11,1
Cc1nn(Cc2ccccc2Cl)c(C)c1NC(=O)NC12CC3CC(CC(C3)C1)C2,-11,-20,3
CCC1CCCCN1C(=O)CSc1nnc(-c2ccc(Cl)s2)o1 (stereo not drawn),-12,-6,4
COc1ccc(/C=C2\C(=O)N(Cc3ccc(F)cc3)CC(=O)N2Cc2ccccc2)cc1,2,-4,-2
CCOc1ccc(-n2c(C)c(C(C)=O)c(C(C)=O)c2C)cc1,-2,15,5
O=C(CSc1ccccc1Cl)N1CCC(c2nc3ccccc3s2)CC1,-8,-1,2
CCOc1ccc(N2C(=O)NC(Cc3c[nH]c4ccccc34)C2=O)cc1 (stereo not drawn),1,-6,2
C#CCOCCOCCOCCNc1nc(N2CCN(C(=O)CCCCCCCCCCNC(=O)[C@@H](CCC(=O)O)n3cc(CCCCCN)nn3)CC2)nc(N2CCN(C(=O)CCCCCCCCCCNC(=O)[C@H](CO)n3cc(CCCCCN)nn3)CC2)n1,1,1,1
Cc1cc(N2CCCC2=O)cc(C)c1S(N)(=O)=O,8,-6,2
O=C(Oc1cccc(N2C(=O)CCC2=O)c1)C1CC(=O)N(c2ccc(Br)cc2)C1 (stereo not drawn),-5,14,-2
O=C(COC(=O)C12CC3CC(CC(C3)C1)C2)NCc1ccco1,-2,0,-2
COc1ccc(C(=O)N(Cc2nc(-c3ccc(C)cc3)no2)C2CCCCC2)cc1OC,-3,-11,10
CCOC(=O)C1C(=O)NC(N2CCN(Cc3ccccc3)CC2)=NC1c1ccccc1 (stereo not drawn),-6,18,6
N#Cc1nc(-c2cccs2)oc1NCc1ccc2c(c1)OCO2,1,-12,5
CCS(=O)(=O)c1ccc2oc(SCC(=O)NC3CCCC(C)C3C)nc2c1 (stereo not drawn),5,1,1
CCCc1nc2oc(C(=O)c3ccccc3)c(N)c2c2c1COC(C)(C)C2,-4,4,-12
CCCCCNCc1cccc(Br)c1,2,38,-2
CCOC(=O)C(NC(=O)c1ccccc1)=C1CCCCC1,-2,7,0
CCN1C(=O)/C(=C/N(C(C)=O)c2ccccc2)N(c2ccccc2)C1=S,0,0,0
Cc1ccc2[nH]c(=O)c(CN(CCN3CCOCC3)C(=O)Nc3ccc(F)cc3)cc2c1,-3,-20,0
Cc1nn(Cc2ccccc2Cl)c(C)c1NC(=O)c1cc(-c2ccc(F)cc2)on1,-2,-3,-1
CCC(=O)NCCC(c1ccco1)c1ccccc1OC (stereo not drawn),4,-7,-2
Cc1nc(C#N)c(NCc2ccc3c(c2)OCO3)o1,-3,7,1
CCOc1ccccc1NC(=S)Nc1ccccc1F,11,1,3
O=S(=O)(c1ccc(OCC(O)CN2CCN(c3ccccc3O)CC2)cc1)N1CCOCC1 (stereo not drawn),2,15,-1
CCOc1ccccc1Oc1c(C)oc2c(CN3CCN(C)CC3)c(O)ccc2c1=O,0,11,2
c1ccc(Cn2c(SCc3cn4cccnc4n3)nnc2-c2ccco2)cc1,-1,22,1
CC(=O)Nc1ccc(Oc2ccc3nc(C)[nH]c3c2)cc1,-1,-6,2
Cc1cc(C)c(C(=O)CSc2nnc(-c3ccccc3Br)o2)cc1C,-3,7,2
Nc1nc2nc[nH]c2c(=O)[nH]1,2,12,0
CN(Cc1nc(-c2ccccn2)no1)S(=O)(=O)c1ccc(Br)cc1,9,-11,-1
CCOC(=O)c1c(N)sc(C(=O)N2CCCCCC2)c1C,3,-15,1
Cn1c(=O)c2c(nc(N3CCCCC3)n2C)n(C)c1=O,-4,5,-3
CN(Cc1ccccc1)C(=O)CCC(=O)N(C)Cc1ccccc1,-1,-8,-1
O=C(CSc1nc2c(c(=O)n1-c1ccc(Br)cc1)SCC2)Nc1nccs1,-1,-8,2
COc1ccc(C(=O)c2ccc(OC)c(N)c2)cc1N,22,14,0
Cc1cc(C(=O)OCC(=O)N2CCN(C(=O)c3ccco3)CC2)c(C)n1-c1ccc(F)cc1,-6,4,1
CC(O)c1c(OCc2ccccc2)ncnc1OCc1ccccc1 (stereo not drawn),9,1,3
CCN(CC)c1ccc(C=Nc2ccccc2)c(O)c1,1,12,-2
Clc1ccc(OCc2nn3c(-c4ccccc4)nnc3s2)c(Cl)c1,17,0,-1
O=[N+]([O-])c1ccc(C2CCCC/C2=N/OCc2ccc(F)cc2)c([N+](=O)[O-])c1 (stereo not drawn),-1,-9,0
O=C(NC1CCCCCCC1)c1ccccc1O,-1,-3,-8
Cc1cc(S(=O)(=O)N(Cc2ccc3c(c2)OCO3)CC2CCCO2)ccc1-n1cnnn1 (stereo not drawn),52,-2,1
CCCN(CCC)Cc1c(C(=O)OCC)nnn1-c1nonc1N,-2,-15,-3
OC(COCC1COc2ccccc2O1)CN1CCN(c2ccccc2)CC1 (stereo not drawn),4,5,2
CCOC(=O)N1CCN(Cc2nc(-c3ccc(Cl)cc3)no2)CC1,-2,-18,-10
# (continued)
SMILES,miR-122 sensor,PGC1a acetyl inh,Cneo AK release
O=C(CN1CCN(S(=O)(=O)c2ccccc2)CC1)NC(=O)NCc1ccccc1,-5,9,1
COC(=O)n1c(=O)oc2ccccc21,-4,16,-2
O=C(OCC(=O)N1CCCc2ccccc21)C1CCN(S(=O)(=O)c2cccs2)CC1,14,-4,1
Cc1cc(OCCOc2cccc3cccnc23)c(C)cc1Cl,4,-18,1
Cc1ccc(NC(=O)Nc2ccccc2C(=O)NCc2ccccc2)cc1,7,14,-2
Cn1c(=O)c2c(SCC(=O)c3ccccc3)nc(C3CC3)nc2n(C)c1=O,3,-2,-3
CC(=O)CC1OC(=O)C(Br)=C1NCc1ccccc1 (stereo not drawn),6,-29,0
CN1CCN(CC(=O)N2CCn3c4c(c5cc(C6CCCCC6)ccc53)CCCC42)CC1 (stereo not drawn),5,-15,8
Cc1ccc(-c2noc(-c3ccccc3Br)n2)cc1,5,-14,-12
CCOc1ccccc1-c1nc(C(N)=O)c2[nH]c(=O)n(-c3cccc(C)c3)c2n1,2,-75,3
Cc1nc(SC2CC(=O)N(c3ccc([N+](=O)[O-])cc3)C2=O)nc2c1CCCC2 (stereo not drawn),-1,-6,-1
O=C1c2ccccc2C(=O)N1SC1CCCCC1,6,0,1
CC(Nc1nc2ncn(Cc3ccccc3)c2c(=O)[nH]1)C(=O)O (stereo not drawn),4,-13,1
Cn1c(CSCc2ccc(F)cc2)nnc1SCC(=O)N1CCN(c2ccccc2)CC1,-13,-8,2
COc1ccc(CCN(Cc2nc(-c3ccccc3)no2)Cc2nc(-c3ccccc3)no2)cc1OC,1,-16,-1
O=C(/C=C/Nc1cccc(F)c1)c1ccco1,68,-7,-1
CCCC(=O)Nc1sc2c(c1C#N)CCCCC2,0,-12,-3
O=C(N/C=C\c1ccccc1)NCc1ccc(Cl)cc1Cl,1,13,1
CCn1nnnc1SCC(=O)N1c2ccccc2Sc2ccccc21,-3,1,-2
O=C(CS(=O)c1cccc(Cl)c1)Nc1ccccc1Cl (stereo not drawn),0,-4,1
Cc1ocnc1C(=O)Nc1ccc(Cl)cc1,2,-1,5
Cc1cc(C(=O)N(C)C)sc1-c1ccccc1,0,-6,-4
CCCC(c1nnnn1Cc1ccc(OC)cc1)N1CCC(C(N)=O)CC1 (stereo not drawn),2,2,1
OCCCNC(c1ccccc1)c1ccc(O)cc1 (stereo not drawn),-6,5,0
CN1CCN(CC#CC(C)(O)C2CC3C=CC2C3)CC1 (stereo not drawn),1,0,-1
O=C1CCCc2c1nc(-c1ccco1)n2O,0,19,5
Cc1cccc(C)c1OCCn1nc(C(=O)O)c2ccccc2c1=O,4,8,-14
COCCN(C(=O)CNC(=O)c1ccco1)C(C(=O)NC1CCCCC1)c1cccs1 (stereo not drawn),-3,-12,-1
COC(=O)C(NC(=O)c1ccc(OC)cc1)(Nc1ncc(S(=O)(=O)c2ccc([N+](=O)[O-])cc2)s1)C(F)(F)F (stereo not drawn),0,-11,-2
O=c1[nH]c2cc3c(cc2cc1CN(Cc1nnnn1CC1CCCO1)C1CCCCC1)OCO3 (stereo not drawn),0,-5,3
CCCCSc1nc(C)cc(C)c1S(=O)(=O)c1ccccc1C,9,-21,2
Cc1ccccc1NC(=O)CSc1nnc(-c2ccoc2C)n1CCc1ccccc1,-6,-10,0
Cc1ccc(NC(=O)c2ccco2)cc1C,-13,3,-5
Cc1noc(C)c1COc1cccc(C(=O)NCc2cccc(Cl)c2)c1,5,3,0
O=C(O)CSc1ncn[nH]1,-3,9,14
CC(C)Nc1nc(NC(C)C)nc(N(C#N)CCOc2ccc(Cl)cc2Cl)n1,-6,-17,-3
CC(=NCCCNC1CCCCC1)C1=C(O)CC(C)(C)CC1=O,-2,-11,2
CCOC(=O)c1c(NC(=O)CSc2nnc(-c3cccc(C)c3)n2CC)sc(C(C)=O)c1C,-5,-24,6
CCOc1ccc(N(CC(=O)Nc2ccccc2C(=O)NCc2ccco2)S(C)(=O)=O)cc1,1,-12,0
O=C(Nc1cc(Sc2ccccn2)cc([N+](=O)[O-])c1)c1ccc([N+](=O)[O-])cc1,5,-4,0
Cc1ccc(-c2nnn(C(C)C(=O)N3c4ccccc4CCc4ccccc43)n2)cc1 (stereo not drawn),2,-7,0
Cc1ccc(-c2sc(C)nc2CC(=O)O)cc1,0,3,0
COC(=O)c1cc(-c2c(C)oc3cc(OC(C)C)ccc3c2=O)c(C)o1,4,-1,3
COc1cccc(NC(=O)CSc2nc(C)cs2)c1,-5,5,1
O=C(COc1ccccc1)Nc1nc(-c2cccs2)cs1,-2,-13,2
O=C(c1ccco1)N1CCN(c2cc(=O)n(C3CCCCC3)c(=O)[nH]2)CC1,2,22,1
COc1cc(OC)cc(C(=O)NC(=S)Nc2cccnc2)c1,3,1,0
CCOC(=O)CNC(=O)CSc1nnc(-c2ccccc2)n1Cc1ccco1,2,-9,0
Fc1ccc(-c2cc(C(F)(F)F)nc(NCC3CCCO3)n2)cc1 (stereo not drawn),4,-5,-1
Fc1ccc(Cn2nnnc2CN2CCN(C3CCCC3)CC2)cc1,9,7,2
# (list continues)
SMILES,miR-122 sensor,PGC1a acetyl inh,Cneo AK release
Cc1ccc(NC2=CC(=O)CC(c3ccco3)C2)c(N)c1 (stereo not drawn),4,8,-4
Fc1ccc(Nc2ncnc3sc4c(c23)CCC4)cc1,-6,-5,2
Cc1ccc(S(=O)(=O)N=S(CC2CC2(Cl)Cl)CC2CC2(Cl)Cl)cc1 (stereo not drawn),12,-1,-1
COc1cccc(NC(=O)CCNC(=O)c2ccccc2Cl)c1,-4,2,3
Cc1ccc(-c2nn(CC(=O)NCc3ccco3)c(=O)c3ccccc23)cc1,3,-3,0
O=C(Oc1oc(-c2ccco2)nc1C=Nc1ccccc1)c1ccco1,0,-10,1
c1ccc(-n2nnnc2NCCCN2CCOCC2)cc1,-1,-2,-4
O=C(Nc1ccc2oc(-c3ccc(F)cc3)nc2c1)c1ccccc1F,-2,0,-1
COc1ccc(-c2nnc(SCC(=O)c3ccc[nH]3)o2)cc1,1,2,-5
CCCN(CCC)c1ccc(/C=N/NC(=O)CN2CCOCC2)cc1,-7,5,1
Cn1c(SCc2ccc(C#N)cc2)nnc1-c1cccc(Cl)c1,-1,-7,1
O=C(CSc1nnc(-c2ccccc2)o1)c1ccc2c(c1)OCCO2,0,5,-2

# Gathered by group: the compounds so far containing a Cl atom
SMILES,miR-122 sensor,PGC1a acetyl inh,Cneo AK release
Cc1nn(Cc2ccccc2Cl)c(C)c1NC(=O)NC12CC3CC(CC(C3)C1)C2,-11,-20,3
CCC1CCCCN1C(=O)CSc1nnc(-c2ccc(Cl)s2)o1 (stereo not drawn),-12,-6,4
O=C(CSc1ccccc1Cl)N1CCC(c2nc3ccccc3s2)CC1,-8,-1,2
Cc1nn(Cc2ccccc2Cl)c(C)c1NC(=O)c1cc(-c2ccc(F)cc2)on1,-2,-3,-1
Clc1ccc(OCc2nn3c(-c4ccccc4)nnc3s2)c(Cl)c1,17,0,-1
CCOC(=O)N1CCN(Cc2nc(-c3ccc(Cl)cc3)no2)CC1,-2,-18,-10
Cc1cc(OCCOc2cccc3cccnc23)c(C)cc1Cl,4,-18,1
O=C(N/C=C\c1ccccc1)NCc1ccc(Cl)cc1Cl,1,13,1
O=C(CS(=O)c1cccc(Cl)c1)Nc1ccccc1Cl (stereo not drawn),0,-4,1
Cc1ocnc1C(=O)Nc1ccc(Cl)cc1,2,-1,5
Cc1noc(C)c1COc1cccc(C(=O)NCc2cccc(Cl)c2)c1,5,3,0
CC(C)Nc1nc(NC(C)C)nc(N(C#N)CCOc2ccc(Cl)cc2Cl)n1,-6,-17,-3
Cc1ccc(S(=O)(=O)N=S(CC2CC2(Cl)Cl)CC2CC2(Cl)Cl)cc1 (stereo not drawn),12,-1,-1
COc1cccc(NC(=O)CCNC(=O)c2ccccc2Cl)c1,-4,2,3
Cn1c(SCc2ccc(C#N)cc2)nnc1-c1cccc(Cl)c1,-1,-7,1

# Source: PubChem (Broad Institute)

# The list is partial; count on the stated rates, not on these rows.
